High-throughput results (PubChem BioAssay)
CCT chaperon mod: cytosolic chaperonin activity modulation; activity change, % (concentration not given with the values), hits read low; AID 651819; actives 0.3% (n = 360,000); purified chaperonin ATPase assay, HTRF ADP detection, 30 min; in the data active means activity change below about -30%; further: on the % scale 0 is the no-effect control and ±100 the full control effect
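ATPase activity: ADP formed was measured by HTRF Transcreener (665/615 nm ratio) after 30 min at 37 deg C with 10 uM ATP. Compounds screened at one 76 uM concentration against 40 or 20 nM TRiC in Tris pH 7.4/KCl/MgCl2/DTT buffer.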
Nrf2 ARE act: Nrf2 pathway activation; Potency, µM (top dose mostly 46.1 µM), without a hit: top-dose activation, most hits filed as activators; actives 0.31% (n = 410,000); AREc32 ARE-luciferase reporter (MCF7-derived line), luminescence, 24 h; further: potency means the concentration at half of the fitted maximal effect; % of control where 0% means no effect; nearly all actives have a fitted effect of over 65% in size
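Nrf2 activation is followed as ARE-luciferase induction in the AREc32 line after one day of compound treatment; luminescence is read with Steady-Glo.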
Abeta yeast res: A-beta toxicity reversal in yeast. Potency, µM (series often up to 46.1 µM), without a hit: at the highest dose growth rescue, hits mostly activators. yeast expressing A-beta42, growth rescue, OD600, 48 h; response scale: 0% DMSO, 100% iron-clioquinol control. actives 0.063% (n = 410,000). AID 1347071; further: potency means the concentration at half of the fitted maximal effect; nearly all actives have a fitted effect of over 55% in size
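Growth rescue measured by 600 nm absorbance after 48 h yeast culture at 30 C with compound. Values normalized between DMSO and an equimolar ferric chloride plus clioquinol control.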
A549 tox: kills or reduces viability of A549 cells in Nrf2 counter-screen; Potency, µM (titrated, usually from 46 µM), for inactives: at the highest dose activity change, negative = cytotoxicity, usual class: inhibitors; actives 0.16% (n = 390,000); A549 ARE-Fluc cells, CellTiter-Fluor viability, 18-24 h; AID 504648; further: potency means the concentration at half of the fitted maximal effect; on the % scale 0 is the no-effect control and ±100 the full control effect
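A549 ARE-Fluc cells in 5% FBS OPTI-MEM, 5000 cells/well, rested 2 h then exposed to compounds in concentration-response for 18-24 h at 37 °C. Viability by CellTiter-Fluor fluorescence (Ex 405/Em 525) after 30 min; luciferase luminescence (BugLite, 15 min, RT) read afterwards.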
TGFb SMAD3 inh: inhibitors of TGF-b signaling; HepG2 CAGA-GFP TGF-b/SMAD3 reporter, GFP fluorescence, 18 h; TGF-beta stimulated, 500 pg/mL final; Potency, µM (top dose mostly 46.1 µM), without a hit: at the highest dose activity, negative = inhibition, most hits filed as inhibitors; actives 1.2% (n = 410,000); AID 588855; further: potency means the concentration at half of the fitted maximal effect; on the % scale 0 is the no-effect control and ±100 the full control effect; nearly all actives have a fitted effect of over 65% in size
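Cell-based qHTS in HEPG2 carrying a CAGA-GFP Smad reporter; compounds added before 500 pg/mL final TGF-beta, 18 h incubation at 37 degrees C, GFP fluorescence quantified per cell by imaging cytometry.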
MmCpn inh: inhibitors of Methanococcus maripaludis chaperonin (MmCpn); AID 504842; purified Mm-Cpn ATPase, ADP Transcreener TR-FRET; actives 0.031% (n = 330,000); Potency, µM (series often up to 76.9 µM), inactives show at the highest dose activity, negative = inhibition, actives largely listed as inhibitors; further: potency means the concentration at half of the fitted maximal effect; on the % scale 0 is the no-effect control and ±100 the full control effect; nearly all actives have a fitted effect of over 80% in size
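Inhibition of chaperonin ATP hydrolysis is measured as reduced ADP production, detected by competitive TR-FRET in which signal falls with ADP. Final enzyme 25 nM and ATP 10 uM, reacted 30 min at 37°C.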
Nrf2 inh: inhibitors of Nrf2 signaling | actives 2.1% (n = 360,000) | A549 ARE-Fluc reporter, luciferase luminescence, 18-24 h | Potency, µM (top dose mostly 46 µM), inactives show at the highest dose activity change, negative = inhibition, actives largely listed as inhibitors; further: potency means the concentration at half of the fitted maximal effect; on the % scale 0 is the no-effect control and ±100 the full control effect; nearly all actives have a fitted effect of over 60% in size
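Cells were seeded and rested 2 h, then exposed to compounds for 18-24 h. CellTiter-Fluor was read first as a viability measure. BugLite was added 15 min before the final luminescent read of ARE-luciferase activity in A549 cells.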
Akt phos inh: blocks phosphorylation of Akt; Neuro2A IGF-stimulated pAkt S473 HTRF, 20 min; active compounds read low; activity change, % for hits at 50 µM; actives 0.32% (n = 360,000); in the data active means activity change below about -80%; inconclusive means mostly about -51% to -80%; further: on the % scale 0 is the no-effect control and ±100 the full control effect
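Neuro2A cells in DMEM with 0.5% FBS, overnight at 37 deg C, given compound at single 50 µM final, then IGF (6 nM final) for 20 min at 37 deg C. Lysed; phospho-Akt Ser473 by HTRF after 24 h, 665/615 ratio.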
HepG2 viability: HepG2 cytotoxicity, counter-screen for TGF-b inhibitors | AID 588856 | actives 0.76% (n = 410,000) | Potency, µM (series often up to 46.1 µM), inactives show at the highest dose activity change, negative = cytotoxicity, actives largely listed as cytotoxic | HepG2 CAGA-GFP viability, ATP luminescence, 18 h; further: potency means the concentration at half of the fitted maximal effect; some results filed as inactive show a strong effect at the top dose
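HepG2 CAGA-GFP cells (1000/well, DMEM with 1% FBS) received compound, then TGF-beta at 500 pg/mL final, and were incubated 18 hours at 37 degrees C. Viability was read by CellTiter-Glo luminescence. Media-only wells were set as complete cell-killing and DMSO as no toxicity.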
Starred values were filed as active, the others as inactive; & = joins results of further samples; ! = not active in a repeat; [ ] = another dose, or the depositor's remark. Unless noted, the call rests on the fitted dose curve; in most records, active means well fitted curve in the direction sought with a large enough effect; inconclusive means small, poorly fitted or top-dose-only effect, or another doubt; inactive means no such curve, though single readings can be large; an effect the other way counts as inactive or inconclusive.

The first two entries as a preview:
For Cc1cc(C)c(OCC(=O)Nc2nnn(C)n2)c(Br)c1 the results were CCT chaperon mod -2.0, Nrf2 ARE act 0.1%, Abeta yeast res 7%, A549 tox -3%, TGFb SMAD3 inh 19%, MmCpn inh 0%, Nrf2 inh -12%, Akt phos inh inactive and HepG2 viability -14%.
Screening O=C(c1ccc([N+](=O)[O-])cc1)N(Cc1ccc(Cl)cc1Cl)N1C(=O)CCCC1=O returned CCT chaperon mod -4.4, Nrf2 ARE act 0.2%, Abeta yeast res -3%, A549 tox 9%, TGFb SMAD3 inh -4%, MmCpn inh 0%, Nrf2 inh -11%, Akt phos inh inactive and HepG2 viability 1%.

This part in full, previewed entries included:
For Cc1cc(C)c(OCC(=O)Nc2nnn(C)n2)c(Br)c1 the results were CCT chaperon mod -2.0, Nrf2 ARE act 0.1%, Abeta yeast res 7%, A549 tox -3%, TGFb SMAD3 inh 19%, MmCpn inh 0%, Nrf2 inh -12%, Akt phos inh inactive and HepG2 viability -14%.
Screening O=C(c1ccc([N+](=O)[O-])cc1)N(Cc1ccc(Cl)cc1Cl)N1C(=O)CCCC1=O returned CCT chaperon mod -4.4, Nrf2 ARE act 0.2%, Abeta yeast res -3%, A549 tox 9%, TGFb SMAD3 inh -4%, MmCpn inh 0%, Nrf2 inh -11%, Akt phos inh inactive and HepG2 viability 1%.
Screening COC(=O)c1ccccc1S(=O)(=O)N1CCC(C(=O)OC(C)C(=O)NC(N)=O)CC1 (centres undefined) returned CCT chaperon mod 0.5, Nrf2 ARE act -0.6%, Abeta yeast res 1%, A549 tox 4%, TGFb SMAD3 inh -8%, MmCpn inh 1%, Nrf2 inh -8%, Akt phos inh inactive and HepG2 viability 3%.
Screening COC(=O)c1ccccc1S(=O)(=O)N(Cc1cc2ccc(OC)cc2[nH]c1=O)CC1CCCO1 (centres undefined) returned CCT chaperon mod -0.7, Nrf2 ARE act -0.5%, Abeta yeast res 17%, A549 tox 0%, TGFb SMAD3 inh -19%, MmCpn inh 2%, Nrf2 inh 1%, Akt phos inh inactive and HepG2 viability -9%.
Cc1ccc(S(=O)(=O)N(C)c2nc3ccccc3[nH]c2=S)cc1 was read as CCT chaperon mod -1.4, Nrf2 ARE act 0.1%, Abeta yeast res 31%, A549 tox 5%, TGFb SMAD3 inh -1%, MmCpn inh -6%, Nrf2 inh 0%, Akt phos inh inactive and HepG2 viability 3%.
`CCN(CC)C(=O)c1cc2cc(Br)ccc2oc1=O` gave CCT chaperon mod 1.2, Nrf2 ARE act -0.2%, Abeta yeast res 6%, A549 tox -2%[1.84 µM], TGFb SMAD3 inh -12%, MmCpn inh -1%, Nrf2 inh 11%, Akt phos inh inactive and HepG2 viability 7.1µM*.
Screening O=[N+]([O-])c1ccccc1-c1ccc(/C=N/n2cnnc2)o1 returned CCT chaperon mod 0.7, Nrf2 ARE act inconclusive, Abeta yeast res 8%, A549 tox -5%, TGFb SMAD3 inh -18%, MmCpn inh -1%, Nrf2 inh 3%, Akt phos inh inactive and HepG2 viability -3%.
`Cc1nc(SCCC(C)C)c([N+](=O)[O-])[nH]1` gave CCT chaperon mod 1.5, Nrf2 ARE act 0.3%, Abeta yeast res -2%, A549 tox -9%, TGFb SMAD3 inh -10%, MmCpn inh -1%, Nrf2 inh 5%, Akt phos inh inactive and HepG2 viability 1%.
`O=C(Nc1ccc(F)c(Cl)c1)c1cc(S(=O)(=O)N2CCCc3ccccc32)ccc1F` gave Nrf2 ARE act 2.0%, Abeta yeast res -10%, A549 tox 3%, TGFb SMAD3 inh inconclusive and HepG2 viability -11%.
`NNC(=O)c1ccc(COc2ccc(Br)cc2)o1` gave CCT chaperon mod -2.6, Nrf2 ARE act 1.2%, Abeta yeast res -4%, A549 tox 8%, TGFb SMAD3 inh 21%, MmCpn inh 1%, Nrf2 inh 13%, Akt phos inh inactive and HepG2 viability -7%.
O=c1ccc2cc(S(=O)(=O)Nc3ccccc3F)ccc2o1 was read as CCT chaperon mod 1.3, Nrf2 ARE act 0.4%[9.22 µM], Abeta yeast res 2%, A549 tox 8%, TGFb SMAD3 inh 8%, MmCpn inh 3%, Nrf2 inh -12%, Akt phos inh inactive and HepG2 viability 4%.
`Cn1c(OCC2CCCO2)nc2cc(-c3ccccc3)sc2c1=O` (centres undefined) gave CCT chaperon mod -48*, Nrf2 ARE act 4.0%, Abeta yeast res -13%, TGFb SMAD3 inh 7% and HepG2 viability -12%.
Screening O=C(NCC1CCCN1S(=O)(=O)c1cccs1)c1ccc(Cl)cc1 (centres undefined) returned CCT chaperon mod 1.2, Nrf2 ARE act 0.1%, Abeta yeast res -14%, A549 tox -5%, TGFb SMAD3 inh 7%, MmCpn inh 0%, Nrf2 inh 23µM*, Akt phos inh inactive and HepG2 viability -7%.
`CCOC(=O)C1=C(COC(=O)CCC(=O)c2ccc(C)cc2)NC(=O)NC1C` (centres undefined) gave CCT chaperon mod 0.8, Nrf2 ARE act -0.1%, Abeta yeast res -10%, A549 tox 4%, TGFb SMAD3 inh 25%, MmCpn inh 1%, Nrf2 inh 2%, Akt phos inh inactive and HepG2 viability 19%.
Screening CN(CC(=O)N1CCN(c2ccccn2)CC1)S(=O)(=O)c1ccc2ccccc2c1 returned CCT chaperon mod -0.7, Nrf2 ARE act 0.1%, Abeta yeast res -9%, A549 tox 7%, TGFb SMAD3 inh inconclusive, MmCpn inh -9%, Nrf2 inh 1%, Akt phos inh inactive and HepG2 viability -20%.
For COC(=O)c1ccc(CC2(C)C(=O)Nc3ccc(-c4cccc(C(F)(F)F)c4)cc32)o1 (centres undefined) the results were CCT chaperon mod -0.2, Nrf2 ARE act -2.6%, Abeta yeast res -4%, TGFb SMAD3 inh inconclusive and HepG2 viability 22µM*.
Screening CC(=O)c1cc(C#N)c(SCC(=O)OC(C)C)nc1C returned CCT chaperon mod 0.0, Nrf2 ARE act 4.5%, Abeta yeast res -4%, A549 tox 12%, TGFb SMAD3 inh -1%, MmCpn inh -6%, Nrf2 inh 21%, Akt phos inh inactive and HepG2 viability -20%.
Screening COC(=O)CNC(=O)CN(c1ccc(OC)cc1OC)S(=O)(=O)c1ccccc1 returned CCT chaperon mod -0.7, Nrf2 ARE act 0.1%, Abeta yeast res -17%, A549 tox -2%, TGFb SMAD3 inh -9%, MmCpn inh 0%, Nrf2 inh -4% and HepG2 viability -3%.
`CN(C1CCCCC1)S(=O)(=O)c1ccc(-c2ccccn2)s1` gave CCT chaperon mod 1.2, Nrf2 ARE act 0.8%, Abeta yeast res -8%, A549 tox -2%, TGFb SMAD3 inh inconclusive, MmCpn inh 6%, Nrf2 inh inconclusive, Akt phos inh inactive and HepG2 viability -31%.
`O=C(CC1(O)C(=O)N(CCc2ccccc2)c2ccc(Br)cc21)c1ccccc1` (centres undefined) gave Nrf2 ARE act -0.6%, Abeta yeast res 4%, A549 tox -6%, TGFb SMAD3 inh inconclusive, Nrf2 inh -26% and HepG2 viability -105%.
`CC1=NN(C(=O)c2ccncc2)C(=O)C1N=Nc1ccc2ccccc2c1` (centres undefined) gave CCT chaperon mod 3.7, Nrf2 ARE act 8.4%, Abeta yeast res 11%, A549 tox inconclusive, TGFb SMAD3 inh inconclusive, Nrf2 inh inconclusive, Akt phos inh inactive and HepG2 viability -50%.
Screening Cc1ccc(CSCC(=O)N(C)CC(=O)Nc2ccc(Cl)c(Cl)c2)cc1 returned CCT chaperon mod -1.0, Nrf2 ARE act 3.2%, Abeta yeast res 10%, A549 tox 0%, TGFb SMAD3 inh -29%, MmCpn inh -1%, Nrf2 inh -19%, Akt phos inh inactive and HepG2 viability 1%.
For CC1CCN(C(=O)CSCc2ccc(Cl)cc2)CC1 the results were CCT chaperon mod -1.0, Nrf2 ARE act 4.3%, Abeta yeast res -13%, A549 tox -3%, TGFb SMAD3 inh 3%, MmCpn inh 2%, Akt phos inh inactive and HepG2 viability -1%.
`CN(C)c1ccc(/C=C/c2ccc3ccccc3n2)cc1` gave CCT chaperon mod -2.3, Nrf2 ARE act -3.4%, Abeta yeast res -68%[inhibitor], A549 tox inconclusive, TGFb SMAD3 inh 29%&15%, MmCpn inh -6%, Nrf2 inh inconclusive, Akt phos inh inactive and HepG2 viability 5.6µM*!.
`O=C(Cn1c(=O)n(-c2ccc(Cl)cc2)c(=O)c2c3c(sc21)CCC3)c1ccc(F)cc1` gave Nrf2 ARE act 0.1%, Abeta yeast res 2%, A549 tox 9%, TGFb SMAD3 inh -16%, Nrf2 inh inconclusive and HepG2 viability -1%.
Screening COc1ccc(NC(=O)Nc2ccc(O)c3ccccc23)cc1 returned CCT chaperon mod 0.4, Nrf2 ARE act -2.9%, Abeta yeast res 19%, A549 tox -7%, TGFb SMAD3 inh 6.3µM*, Nrf2 inh 2%, Akt phos inh inactive and HepG2 viability -131%.
Cc1[nH]nc2c1C(c1ccccc1)C1=C(CC(C)(C)CC1=O)N2 (centres undefined) was read as CCT chaperon mod -0.2, Nrf2 ARE act -0.8%, Abeta yeast res -6%, A549 tox 0%, TGFb SMAD3 inh -8%, MmCpn inh 1%, Nrf2 inh -11%, Akt phos inh inactive and HepG2 viability 16%.
CCOC(=O)C(=CNNc1c(C)csc1C(=O)OC)C(=O)OCC was read as CCT chaperon mod 1.7, Nrf2 ARE act inconclusive, Abeta yeast res 0%, A549 tox 4%, TGFb SMAD3 inh inconclusive, MmCpn inh -1%, Nrf2 inh 1%, Akt phos inh inactive and HepG2 viability 2%.
